# Screening data: PubChem BioAssay, National Center for Advancing Translational Sciences (NCATS)
# IMPase Li inh: membrane-permeable IMPase blocker, potentiated with lithium; CHO-M1 cells, IP1 TR-FRET (IP-One), carbachol + lithium; Potency, µM (series often up to 59.4 µM), without a hit: top-dose activity, negative = IMPase inhibition, hits mostly inhibitors; 0.35% of 210,000 active; AID 1457;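 note: IP1 builds up when IMPase is blocked and the TR-FRET signal falls; potency is the fitted concentration of half-maximal effect; plate controls were basal vehicle for no effect and high inhibitor control for full effect; nearly all actives have a fitted effect of over 50% in size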
#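 Concentration–response in CHO-M1 cells, lithium-potentiated; 30 min at 37C. IP1 detected by competitive TR-FRET after 10 min lysis at RT. Hill-fitted AC50.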
# SMN2 splice up: increases expression of the SMN2 splice variant. 2.8% of 210,000 active. AID 1458. Potency, µM (top dose mostly 46.1 µM), without a hit: top-dose activity change, positive = activation, most hits filed as activators. HEK293 SMN2-luciferase splicing reporter, luminescence, 30-36 h; note: potency is the fitted concentration of half-maximal effect; % of control where 0% means no effect; nearly all actives have a fitted effect of over 55% in size
#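 qHTS luciferase splicing reporter: luminescence rises when SMN2 exon 7 is included in transfected HEK293 cells. Compound exposure lasted 30-36 h at 37C, with 4.5 mM final sodium butyrate as control, followed by a ONE-Glo read.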
# HTT cytoprotect: cytoprotection in Huntington HTT-Q103 PC12 cell model | Potency, µM (series often up to 56.4 µM), for the others: cytoprotection (ATP increase), actives largely listed as activators | PC12 HTT-Q103 induced, cytoprotection, ATP luminescence, 40 h | 0.14% of 230,000 active;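 note: potency is the fitted concentration of half-maximal effect; % of control where 0% means no effect; nearly all actives have a fitted effect of over 45% in size; toxic huntingtin expression switched on by the ecdysone agonist tebufenozide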
#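 Quantitative HTS on tebufenozide-induced (100 nM) PC12 cells expressing HTTQ103 exon 1–GFP; compounds tested as a concentration series; survival measured via cellular ATP.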
# HTT aggregate: mutant huntingtin aggregation inhibition | Potency, µM (titrated, usually from 46.1 µM), for inactives: top-dose activity change, negative = inhibition, usual class: inhibitors | AID 1688 | 1.1% of 220,000 active | PC12 HttQ103-GFP aggregates, Acumen cytometry, 40 h; note: potency is the fitted concentration of half-maximal effect; % is set by controls: 0 for no effect and ±100 for the full control effect; nearly all actives have a fitted effect of over 60% in size
#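 Ecdysone-promoter PC12 model expressing HTT exon 1 Q103 fused to GFP, induced by tebufenozide at 100 nM final. Compounds titrated; aggregates sized 1–25 µm scored on a 488 nm laser cytometer.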
# Luc counter: blocks Kinase-Glo luciferase, a counter-screen artifact. Kinase-Glo luciferase, ATP luminescence, 8 min. Potency, µM (doses to about 38.3 µM), for the others: at the highest dose activity change, negative = inhibition, hits mostly inhibitors. 0.28% of 200,000 active. AID 1379; note: potency is the fitted concentration of half-maximal effect; % is set by controls: 0 for no effect and ±100 for the full control effect; nearly all actives have a fitted effect of over 60% in size
#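 Compound is pinned into ATP-containing buffer (10 uM ATP, imidazole pH 7.2, 7 mM MgCl2). Kinase-Glo luciferase reagent is then added. Light output is recorded following an 8-min room-temperature incubation.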
# Lamin A splicing: modulators of lamin A splicing | HeLa LMNA splicing GFP/RFP minigene ratio, 48 h | Potency, µM (titrated, usually from 46.1 µM), for inactives: at the highest dose ratio change, negative = inhibition, hits mostly inhibitors | AID 1487 | 0.01% of 200,000 active; active = well fitted inhibition curve with a large enough effect in the signal ratio, with a control signal flat, not every such curve was filed as active; inconclusive = small, poorly fitted or top-dose-only effect, or effect the other way, or a change in a side signal; the % refers to the signal ratio; note: potency is the fitted concentration of half-maximal effect; % is set by controls: 0 for no effect and ±100 for the full control effect
#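 Read-out is the ratio of GFP to DsRed2 object intensity, acquired by 488 nm laser-scanning cytometry on HeLa lamin A-EGFP minigene reporter cells. Compound incubation 48 hrs at 37 °C in Opti-MEM with 2% FBS; DMSO 0.5% final.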
# CBFb-RUNX1 inh: blocks binding between human CBF-beta and RUNX1; 230,000 tested, under 10 active; Q01196+Q13951; AlphaScreen CBFb-His/RUNX1-biotin binding, biochemical; Potency, µM (top dose mostly 59.8 µM), for the others: top-dose activity, negative = inhibition, most hits filed as inhibitors; note: % of control where 0% means no effect
# Target sequence (Q01196 whole entry, looked up): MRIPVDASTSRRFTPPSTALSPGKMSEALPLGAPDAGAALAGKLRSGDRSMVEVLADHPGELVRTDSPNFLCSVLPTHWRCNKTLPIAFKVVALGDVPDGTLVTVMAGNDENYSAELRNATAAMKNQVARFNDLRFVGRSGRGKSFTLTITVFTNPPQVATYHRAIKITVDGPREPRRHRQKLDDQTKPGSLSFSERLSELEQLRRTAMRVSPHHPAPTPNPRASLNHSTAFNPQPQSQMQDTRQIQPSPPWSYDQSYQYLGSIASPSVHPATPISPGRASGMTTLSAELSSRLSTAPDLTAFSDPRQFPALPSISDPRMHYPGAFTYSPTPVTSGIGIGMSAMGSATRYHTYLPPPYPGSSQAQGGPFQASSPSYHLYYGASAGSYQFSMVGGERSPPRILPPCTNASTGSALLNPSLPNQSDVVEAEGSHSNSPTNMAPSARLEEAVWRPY
# Target sequence (Q13951 whole entry, looked up): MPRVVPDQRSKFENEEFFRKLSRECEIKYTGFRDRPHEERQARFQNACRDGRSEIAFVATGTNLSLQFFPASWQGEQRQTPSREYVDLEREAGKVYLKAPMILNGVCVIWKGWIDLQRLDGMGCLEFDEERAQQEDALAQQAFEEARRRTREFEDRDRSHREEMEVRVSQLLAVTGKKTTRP
#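 His-tagged CBF-beta and biotinylated RUNX1 (30 nM each) were premixed 20 min at room temperature, exposed to compound for 15 min, then given nickel-chelate and streptavidin AlphaScreen beads (50 ng each). After 90 min, AlphaScreen signal was read.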
# The depositor's hits bear a star; ? = inconclusive; · = no result given; & = joins results of further samples; [ ] = remark or other dose. Unless noted, calls come from the whole dose curve; as a rule, active = well fitted curve in the direction sought with a large enough effect; inconclusive = small, poorly fitted or top-dose-only effect, or another doubt; inactive = no such curve, though single readings can be large; an effect the other way counts as inactive or inconclusive.
# Every second line gives: IMPase Li inh	SMN2 splice up	HTT cytoprotect	HTT aggregate	Luc counter	Lamin A splicing	CBFb-RUNX1 inh
1. CC(=O)c1ccc(S(=O)(=O)Nc2ccc(-c3ccc4nnc(C)n4n3)cc2)cc1
  -2.4%	?	?	8.9%	-1.3%	?	-17.2%
2. Cc1ccccc1NC(=S)NCc1ccc2c(c1)OCO2
  5.7%[38.3 µM]	-6.9%	24.7%	23.0%	-4.9%	9.6%	-3.2%
3. CCCc1[nH]nc2c1C(c1cc(OC)ccc1F)C(C#N)=C(N)O2 (configuration not stated)
  -0.9%[38.3 µM]	-10.4%	7.8%	26.1%	-3.0%	5.6%	-3.6%
4. CCS(=O)(=O)c1ccc2oc(SCC(=O)NC3CCCC(C)C3C)nc2c1 (configuration not stated)
  49.4%[activator][38.3 µM]	-33.4%[inhibitor]	-81.3%[inhibitor][10 µM]	?	0.3%	-19.5%	-5.7%
5. CCCCc1nc2c(c3c1C[C@H](C)OC3)CN(S(=O)(=O)c1ccccc1C(=O)OC)CC2
  6.9%	2.3%[9.22 µM]	-8.9%[10 µM]	·	-9.4%[7.66 µM]	-10.7%[9.22 µM]	11.5%[13.1 µM]
6. CC(C)(C)c1cc(C(=O)N/N=C/c2ccccc2O)n(-c2ccccc2)n1
  2.0%	-87.7%[inhibitor]	·	-3.7%	0.1%	?	12.3%
7. COc1ccc2c(c1)[nH]c1c(N3CCSCC3)ncnc12
  ·	·	14.3%[10 µM]	-16.9%[9.22 µM]	·	·	-0.6%
8. CCOC(=O)c1c(NC(=O)CCCN2CCOCC2)sc2c1CC(C)(C)OC2
  5.9%[38.3 µM]	5.1%	-21.3%	-5.4%	-0.9%	-4.1%	-1.1%
9. COCc1cc(=O)[nH]c(Nc2nc3ccccc3o2)n1
  -7.3%[38.3 µM]	-37.4%[inhibitor]	-42.6%[inhibitor]	-32.1%	-6.5%	?	-7.1%
10. Cc1cc(C)nc(N2CCC(C(=O)NCCc3ccc(F)cc3)CC2)n1
  15.6%[38.3 µM]	-14.2%	-3.2%	-4.5%	-2.0%	-2.2%	2.0%
11. Cc1ccccc1N1C(=O)CN(Cc2sccc2C)C1=S
  8.9%	-31.0%[inhibitor]	18.0%[10 µM]	2.6%	1.4%	?	-2.3%
12. CCC(CC)c1nnc(NC(=O)c2cc(C(=O)OC)cc([N+](=O)[O-])c2)s1
  -5.1%	-25.1%	41.2%[10 µM]	-27.4%	3.2%	-14.1%	-12.6%
13. CC1C(c2ccccc2)=[N+]([O-])C2(CCCCC2)N1O (configuration not stated)
  4.1%[38.3 µM]	-18.9%	-2.1%	3.7%	-3.3%	14.4%	5.4%
14. CCC(=O)N(c1ccc(F)cc1)C1C=CS(=O)(=O)C1 (configuration not stated)
  -4.0%[38.3 µM]	-10.8%	-12.6%	8.4%	-0.9%	3.6%	-1.0%
15. O=c1c(CCc2ccccc2)nc2cncnc2n1Cc1ccccc1
  ?	·	-52.5%[inhibitor]	·	·	?	·
16. COc1ccccc1CNc1cc(-c2ccccc2C)ncn1
  9.5%	·	-85.0%[inhibitor]	·	·	?	·
17. Cc1ccc(NC(=O)NCC(c2cccnc2)N2CCOCC2)cc1 (configuration not stated)
  1.9%[38.3 µM]	2.8%	-5.4%	14.2%	0.0%	15.2%	-1.1%
18. O=C(/C=C/c1cn(CC(O)CN2CCCCC2)c2ccccc12)c1cccs1 (configuration not stated)
  0.0%	-15.1%	-17.2%[10 µM]	-7.7%	-3.4%	?	3.2%
19. CCC(C)c1ccc(OCC(=O)Nc2ccc(Cl)cn2)cc1 (configuration not stated)
  67.7%[activator][38.3 µM]	-28.6%	-18.6%	-5.7%	1.6%	-11.5%	11.7%
20. CC(C)C(=O)N1CCc2cc(-c3csc(N)n3)ccc21
  4.4%[38.3 µM]	12.6µM*	-28.5%	7.7%	0.3%	7.3%	-7.1%
21. Cc1onc(-c2c(F)cccc2Cl)c1C(=O)OCC(=O)NC1CC1
  10.6%	2.9%	20.2%[10 µM]	18.2%	4.6%	3.8%[46 µM]	-7.5%
22. CCCCOC(=O)N1CCOCCOCCOCCOCC1
  ·	·	-7.3%[10 µM]	-5.0%[9.22 µM]	·	·	1.2%
23. N#C/C(C(=S)Nc1ccccc1)=C1/NN=C(N2CCOCC2)N1c1ccccc1
  9.1%	21.8%	-10.4%	7.0%	1.0%	?	3.0%
24. CCOc1ccc(C(=O)Nc2ccccc2OC(F)F)cc1
  12.1%	21.8%	·	13.7%	1.3%	·	10.5%
25. Cn1c(CNS(=O)(=O)c2ccc(Br)cc2)n[nH]c1=S
  -0.2%[38.3 µM]	21.0%	-11.0%	1.0%	1.5%	2.1%	-1.8%
26. O=C(Nc1nc(N2C(=O)c3ccccc3C2=O)n(-c2ccccc2)n1)c1ccc(Cl)cc1
  -15.0%[38.3 µM]	15.9%	-28.4%	?	-4.5%	?	-6.0%
27. Cn1c(=O)cc(-c2ccccc2)c2ccccc21
  44.9%[activator][38.3 µM]	6.5%	-18.5%[0.074 µM]	6.4%	-1.1%	21.7%	1.5%
28. CC(/C=C/C(=O)c1ccc(C)cc1)=C\c1ccccc1
  2.1%[38.3 µM]	-26.4%	-13.0%	-5.1%	5.5%	11.3%	4.2%
29. CCC(C)(C)NC(=O)Cc1ccccc1OC
  -7.0%[38.3 µM]	28.9%	-10.7%	5.1%	-2.0%	3.6%	-4.9%
30. COc1cccc(C2CC(c3ccc(Cl)cc3)Nc3nc(N)nn32)c1 (configuration not stated)
  6.5%	·	7.4%	12.7%	4.0%	-2.2%	0.3%
31. CC(=O)c1ccc(NC(=O)c2ccc(S(=O)(=O)N3CCCC3)cc2)cc1
  23.3%[38.3 µM]	3.8%	-23.8%[10 µM]	-1.8%	-4.5%	5.8%	1.8%
32. CC(C)c1ccc(/C=C/C(=O)NC(=S)Nc2ccc(CN3CCOCC3)cc2)cc1
  19.6%	-37.2%[inhibitor]	-4.2%[10 µM]	-13.4%	-2.4%	?	-1.3%
33. CN=c1scc(-c2ccc(Cl)cc2)n1C
  7.6%	-1.6%	14.1%[10 µM]	-14.1%	3.1%	-0.4%	1.8%
34. CC1CCN(C(=O)Cn2cc(C#N)c3ccccc32)CC1
  6.9%	-18.2%	12.9%[1.9 µM]	-15.6%	5.3%	-4.5%	6.8%
35. CCC(CC)C(=O)NCc1ccccc1Cl
  -8.8%[38.3 µM]	-10.9%	-31.2%	-8.2%	0.5%	-5.9%	4.8%
36. O=C(N/N=C/c1ccc(O)cc1)c1ccc(NC(=O)c2ccccc2Br)cc1
  -1.3%[38.3 µM]	39.3%	-43.3%[inhibitor]	17.2%	-2.0%	5.4%	7.3%
37. COC(=O)c1ccccc1NC(=O)CSc1n[nH]c(C)n1
  4.1%	-1.0%&-30.3%	11.0%[10 µM]	20.9%	1.9%	-7.2%	-5.7%
38. CCOC(=O)c1c(NC(=O)c2ccco2)sc2c1CCCC2
  7.5%[38.3 µM]	-11.7%	2.7%	5.7%	-0.4%	5.1%	4.7%
39. Cc1[nH]n(-c2ccccc2)c(=O)c1C(C[N+](=O)[O-])c1ccc(Cl)cc1 (configuration not stated)
  20.4%	-7.4%	1.4%[10 µM]	18.7%	3.3%	?	2.1%
40. Cc1ccc(NC(=O)COc2ccc(/C(N)=N/O)cc2)cc1C
  -11.8%	-11.0%	·	-9.1%	12.6%	4.6%	-3.6%
41. CC(=O)c1sc2nsc(SCCN3CCOCC3)c2c1N
  ·	·	14.0%[10 µM]	16.4%[9.22 µM]	·	·	-5.9%
42. N/C(=N\OC(=O)c1cccnc1)c1ccc(Cl)cc1Cl
  1.5%	12.9%	·	5.5%	0.5%	-7.8%[46 µM]	19.5%
43. CCc1c(C)c(C#N)c2nc3ccccc3n2c1NCC1CCCO1 (configuration not stated)
  2.8%[38.3 µM]	-10.6%	1.4%	21.9%	-3.4%	-1.0%	10.2%
44. Cc1ccc(C2(C)CC(C)(C)N(C(=O)CSc3nnc(C)s3)c3ccccc32)cc1 (configuration not stated)
  16.8%	-61.6%[inhibitor]	-23.0%[10 µM]	-0.7%	-1.5%	?	-6.9%
45. Cc1ccccc1Nc1n[nH]c(C)c1[N+](=O)[O-]
  4.8%	-12.8%[1.84 µM]	-9.8%[10 µM]	-5.8%	-1.1%	-11.8%	-4.3%
46. CCOC(=O)C1(CCCc2ccccc2)CCN(C(=O)c2ccoc2)CC1
  19.0%	·	-25.6%	-14.1%	0.8%	·	0.1%
47. Cc1cccc(OCC(=O)Nc2ccccc2-c2ccccc2)c1
  15.3%	-2.6%	·	10.3%	1.0%	?	-3.4%
48. Cc1cccc(NC(=O)/C(C#N)=C/c2cn(CC(=O)NCc3ccco3)c3ccccc23)c1
  -3.5%	15.2%	-15.4%[10 µM]	-10.9%	0.8%	7.5%	-5.0%
49. CCNC(=O)NC(=O)C(C)OC(=O)C(C)(C)Oc1ccc(Cl)cc1 (configuration not stated)
  21.6%	-7.9%	-36.8%[inhibitor]	14.8%	-0.1%	·	5.3%

# Reformatted: 7 of the compounds above.
item	SMILES	IMPase Li inh	SMN2 splice up	HTT cytoprotect	HTT aggregate	Luc counter	Lamin A splicing	CBFb-RUNX1 inh
43	CCc1c(C)c(C#N)c2nc3ccccc3n2c1NCC1CCCO1 (configuration not stated)	2.8%[38.3 µM]	-10.6%	1.4%	21.9%	-3.4%	-1.0%	10.2%
44	Cc1ccc(C2(C)CC(C)(C)N(C(=O)CSc3nnc(C)s3)c3ccccc32)cc1 (configuration not stated)	16.8%	-61.6%[inhibitor]	-23.0%[10 µM]	-0.7%	-1.5%	?	-6.9%
45	Cc1ccccc1Nc1n[nH]c(C)c1[N+](=O)[O-]	4.8%	-12.8%[1.84 µM]	-9.8%[10 µM]	-5.8%	-1.1%	-11.8%	-4.3%
46	CCOC(=O)C1(CCCc2ccccc2)CCN(C(=O)c2ccoc2)CC1	19.0%	·	-25.6%	-14.1%	0.8%	·	0.1%
47	Cc1cccc(OCC(=O)Nc2ccccc2-c2ccccc2)c1	15.3%	-2.6%	·	10.3%	1.0%	?	-3.4%
48	Cc1cccc(NC(=O)/C(C#N)=C/c2cn(CC(=O)NCc3ccco3)c3ccccc23)c1	-3.5%	15.2%	-15.4%[10 µM]	-10.9%	0.8%	7.5%	-5.0%
49	CCNC(=O)NC(=O)C(C)OC(=O)C(C)(C)Oc1ccc(Cl)cc1 (configuration not stated)	21.6%	-7.9%	-36.8%[inhibitor]	14.8%	-0.1%	·	5.3%
